# Screens: PubChem BioAssay, The Scripps Research Institute Molecular Screening Center
# M1 ag = human M1 muscarinic receptor agonists, primary screen, Fluo-8 calcium fluorescence, CHO-K1 cells, HTS. activation, % at 3 µM. Muscarinic acetylcholine receptor M1 (Homo sapiens), P11229. CHO-K1 hM1, agonist mode; 0% DMSO, 100% acetylcholine EC100. AID 588814, 2011. 0.33% of 360,000 active;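 active = activation above the run's mean compound activation plus 3 SD, cut at about 16% in these data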;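 note: peak over basal fluorescence ratio within a 140 s kinetic read after compound addition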
# Target sequence (P11229 whole entry, looked up): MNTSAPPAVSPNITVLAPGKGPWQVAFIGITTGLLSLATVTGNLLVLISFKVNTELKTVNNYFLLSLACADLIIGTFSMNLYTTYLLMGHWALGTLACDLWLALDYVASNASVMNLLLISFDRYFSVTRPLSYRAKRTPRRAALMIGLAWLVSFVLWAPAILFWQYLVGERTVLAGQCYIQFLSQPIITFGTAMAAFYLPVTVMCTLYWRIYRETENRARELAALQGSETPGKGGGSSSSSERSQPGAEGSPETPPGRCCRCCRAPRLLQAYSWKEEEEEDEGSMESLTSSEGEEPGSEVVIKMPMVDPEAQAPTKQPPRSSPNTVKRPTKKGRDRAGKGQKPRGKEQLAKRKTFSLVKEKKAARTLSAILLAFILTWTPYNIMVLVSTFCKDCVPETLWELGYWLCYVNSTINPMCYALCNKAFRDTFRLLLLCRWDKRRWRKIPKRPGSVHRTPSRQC
# OXTR ag = human OXTR agonists, primary screen, fluorescence, CHO-OTR cells, Fluo-8 calcium; Oxytocin receptor (Homo sapiens), P30559; Fluo-8 calcium fluorescence; normalized: DMSO 0%, oxytocin 100%; activation, % at 3 µM; 0.32% of 320,000 active; AID 2435, 2010;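 active = activation above the mean of all tested compounds plus 3 SD, cutoff set per screening run, cut at about 20% in these data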;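 note: peak over basal fluorescence ratio from a 100 s FLIPR kinetic read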
# V1R ag counter = agonists of human V1a receptor, primary screen, counter-screen for OXTR agonist project, fluorescence, CHO-V1R cells; Vasopressin V1a receptor (Homo sapiens), P37288; Fluo-8 calcium fluorescence, agonist mode; 0% DMSO, 100% 3 nM vasopressin; activation, % at 3 µM; 0.25% of 320,000 active; AID 2797, 2010;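 active = activation above the mean activation of all tested compounds plus 3 SD, per screening run, cut at about 20% in these data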;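 note: signal is peak over basal fluorescence ratio across a 100 second FLIPR read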
# Target sequence (P37288 whole entry, looked up): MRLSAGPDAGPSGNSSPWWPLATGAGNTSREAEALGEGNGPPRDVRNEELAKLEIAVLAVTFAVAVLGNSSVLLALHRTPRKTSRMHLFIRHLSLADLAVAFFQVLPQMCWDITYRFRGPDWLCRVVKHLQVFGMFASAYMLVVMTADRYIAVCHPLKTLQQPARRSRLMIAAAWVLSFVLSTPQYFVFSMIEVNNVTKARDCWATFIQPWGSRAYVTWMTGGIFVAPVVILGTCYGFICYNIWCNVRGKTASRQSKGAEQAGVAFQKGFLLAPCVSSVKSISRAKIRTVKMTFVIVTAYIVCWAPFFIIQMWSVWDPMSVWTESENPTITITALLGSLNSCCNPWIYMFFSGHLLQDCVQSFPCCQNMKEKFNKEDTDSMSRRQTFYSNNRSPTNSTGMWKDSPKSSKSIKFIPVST
# M1 antag = human M1 muscarinic receptor antagonists, primary screen, CHO-K1 cells, Fluo-8 calcium fluorescence, 1536-well; CHO-K1 hM1, ACh EC80 antagonist; AID 588852, 2011; inhibition, % at 3 µM; 1.3% of 360,000 active;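 active = percent inhibition above its own plate's cutoff, namely the mean of that plate's compound wells plus 3 SD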;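 note: peak over basal fluorescence ratio during 140 s after agonist addition; 0% = ACh EC80 plus DMSO and 100% = DMSO alone without agonist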
# TAAR1 antag = human TAAR1 antagonists, primary screen, Fluo-8 calcium fluorescence, CHO RD-HGA16 cells; 1.5% of 360,000 active; inhibition, % at 3 µM; Trace amine-associated receptor 1 (Homo sapiens), Q96RJ0; antagonist;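 active = inhibition above a per-plate cutoff, the mean inhibition of test compounds on that plate plus 3 SD, cut at about 49% in these data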;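 note: 0% = DMSO plus EC80 beta-PEA response and 100% = DMSO alone without agonist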
#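 Assay system: RD-HGA16 CHO cells with stable hTAAR1 and Gα16 / Reagent: EC80 β-phenethylamine stimulus / Doses: 3 µM, single point / Timing: dye loading 75 min at 37 °C, then 30 min room temperature / Measured by: Fluo-8 intracellular calcium dye fluorescence, real-time kinetic reads / Controls: vehicle wells and EC80 agonist wells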
# TAAR1 agonist = human TAAR1 agonists, primary screen, Fluo-8 calcium fluorescence, CHO RD-HGA16 cells | Trace amine-associated receptor 1 (Homo sapiens), Q96RJ0 | vehicle wells 0%, saturating PEA agonist 100% | activation, % at 3 µM | 0.99% of 360,000 active | AID 624467, 2012;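 active = activation above the mean activation of all test compounds in the run plus 3 SD, cut at about 38% in these data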
#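 Signal – calcium-sensitive Fluo-8 signal, excitation 470-495, emission 515-575 nm · System – RD-HGA16 (CHO) cells co-expressing Gα16 and hTAAR1 · Incubation – 17-24 h seeding, 75 min 37 °C dye, 30 min RT · Compound dosing – 3 µM single concentration · Repeats – no replicates (n 1)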
# OXTR potentiate = human OXTR potentiators, primary screen, fluorescence, CHO-OTR cells, Fluo-8 calcium | AID 2445, 2010 | activation, % at 3 µM | Fluo-8 calcium fluorescence, potentiator mode; 0% = oxytocin EC15, 100% = EC100 | Oxytocin receptor (Homo sapiens), P30559 | 0.061% of 320,000 active;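 active = activation above that plate's cutoff, the mean activation of tested compounds plus 3 SD, cut at about 6.6% in these data, passing the limit was not always enough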;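 note: 100% uses oxytocin at 75 nM as the full agonist control; some results filed as inactive read as strong as hits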
#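 Material: human OTR in CHO cells. Compound: 3.0 µM, one dose. Timing: compound 6 min at room temperature before oxytocin, 100 s read. Evaluation: % activation of max/min ratio relative to oxytocin controls. Replication: single well per compound, singlicate. Signal: Fluo-8 calcium dye fluorescence.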
# CHRM1 PAM = human M1 muscarinic receptor positive allosteric modulators, primary screen, CHO-K1 cells, Fluo-8 calcium fluorescence, 1536-well; activation, % at 3 µM; 0.088% of 360,000 active; CHO-K1 hM1, ACh EC20; 0% = ACh EC20, 100% = maximal ACh; Muscarinic acetylcholine receptor M1 (Homo sapiens), P11229; in the data active = activation above about 19%, passing the limit was not always enough
# CHO parental Ca = ATP-evoked calcium signal inhibitors, parental CHO, primary screen, counter-screen for OX1R antagonist project, cell-based, fluorescence, Fluo-8 calcium dye; parental CHO-K1, ATP-induced calcium, Fluo-8 fluorescence; inhibition, % at 5.6 µM; 0.63% of 330,000 active;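 active = inhibition above that plate's mean sample inhibition plus 3 SD, cut at about 26% in these data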;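 note: 0% = ATP-challenged DMSO wells and 100% = DMSO wells without ATP; some compounds past the cut are filed as inactive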
#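 test system = CHO parental line | reagent = ATP stimulus | measured by = intracellular calcium via Fluo-8 no-wash fluorescent dye | control set = ATP and no-ATP DMSO wells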
# An asterisk follows results filed as active; x = no result given. Rows were taken by chance; 3.7% or so of the library scored in one or more.
# Order of values – M1 ag	OXTR ag	V1R ag counter	M1 antag	TAAR1 antag	TAAR1 agonist	OXTR potentiate	CHRM1 PAM	CHO parental Ca
CN1CCN(S(=O)(=O)c2ccc(C(F)(F)F)cc2)C(c2ccccc2)C1 (stereo not drawn)
→ -8	-1.8	-0.6	-6	-15	-4	1	6	-27
NS(=O)(=O)c1ccc(CCNS(=O)(=O)c2ccccc2)cc1
→ -4	0.2	0.3	3	9	4	-2	1	8
CC1(N2CCCCC2)C(=O)c2ccccc2C1=O
→ -1	-0.2	-0.3	-7	3	8	-3	6	2
O=C(COC(=O)c1cccnc1Cl)Nc1ccc(N2CCOCC2)cc1
→ 1	x	x	-3	-18	5	x	4	x
O=C(Nc1nc(-c2cccs2)cs1)c1ccc(Cl)cc1
→ -3	-2.6	-0.9	-8	-28	4	-8	5	-31
O=C(O)CCc1ccc(-c2ccccc2)n1NC(=O)c1ccco1
→ -2	0.4	1.4	4	-15	1	7	-8	-2
CN(C)c1ccc(N=Nc2ccccc2Br)cc1
→ -6	-1.1	-0.1	-8	-15	1	-6	0	-8
S=C(NCCc1ccccc1)Nc1ccccc1N1CCOCC1
→ -5	-0.8	-0.3	7	-1	20	-1	2	-16
COc1ccc(CC(=O)N2CCc3cc(OC)c(OC)cc3C2C)c(OC)c1 (stereo not drawn)
→ -4	1.3	-0.9	-12	x	x	-1	14	-24
O=C(c1ccc(F)c(S(=O)(=O)N2CCOCC2)c1)N(c1ccccc1)c1ccccn1
→ 1	-0.2	-0.5	-1	-16	5	-8	5	-14
O=C(Nc1nnc2n1CCS2)c1ccco1
→ -3	0.2	0.7	3	-24	1	-4	-1	9
CC1(C)Cc2c(sc(NC(=O)c3ccc4ncsc4c3)c2C(N)=O)C(C)(C)N1
→ -7	-0.2	1.1	-9	20	5	-9	7	-7
Cc1nc2ccc(NC(=O)c3cccnc3)cc2s1
→ -4	-0.7	-0.8	-8	-13	0	-19	5	-2
C=CCNC(=S)NCCO
→ -2	0.1	0.0	-14	-5	5	-2	6	9
C=CCNC(=S)/N=c1\sccn1C
→ 1	-0.9	0.0	4	-6	20	-22	0	-18
COc1cc(NC(=O)c2sc3ncn(CC(=O)N4CCCCC4)c(=O)c3c2C)cc(OC)c1OC
→ -4	1.2	1.5	18	-22	2	-4	-7	-12
C/C(=N\NC(=O)C(N)=O)c1ccc(Br)cc1
→ -2	-0.6	-0.5	1	0	-2	1	-1	-7
CC(=O)N1CCc2c(sc(NC(=O)CN3C(=O)CCC3=O)c2C(N)=O)C1
→ 0	0.4	0.6	-14	-13	0	-2	10	8
CN(C)CCCNC(=S)N(CCCO)Cc1cc2cc3c(cc2[nH]c1=O)OCO3
→ -9	1.2	-0.3	-18	-1	0	2	11	5
COc1ccccc1NC(=O)c1ccccc1Oc1ccccc1
→ 0	-0.4	0.4	4	43	5	-5	0	-60
CC(C)(C)[C@H]1CCC(=O)N([C@H](CN=[N+]=[N-])Cc2ccccc2)CC1
→ -9	-2.9	1.3	-5	-8	6	-6	1	-25
CCN(CC)c1ccc(S(=O)(=O)N2CCOCC2)cc1NC(=O)CSc1ccccc1
→ -5	-0.8	0.0	-7	6	14	-10	-1	9
CC(=O)c1ccc(N2C(=NC(=O)C3CCCCC3)SC3CS(=O)(=O)CC32)cc1 (stereo not drawn)
→ 0	0.1	0.8	-11	-16	2	-15	7	-5
COc1ccc(C2(CO)OC(CO)C(O)C2O)cc1 (stereo not drawn)
→ 1	x	x	-9	4	2	x	9	x
O=C(NCc1ccc(Cl)nc1)c1ccc2sc([C@@H]3O[C@H](CO)[C@H](O)[C@H](O)[C@H]3O)nc2c1
→ -1	x	x	-3	-2	0	x	0	x
Cc1cc(NC(=O)c2cc(-c3cccnc3)nc3c(C)c(C)ccc23)no1
→ -2	0.6	-0.3	-29	1	2	-10	14	-22
COc1ccc(S(=O)(=O)Nc2cc(C)nn2-c2ccccc2)cc1
→ -3	-0.8	0.5	-20	-2	12	-12	1	-8
Cc1ccccc1NC(=O)CS(=O)(=O)c1cn(CC(=O)N2CCOCC2)c2ccccc12
→ -4	-0.2	-1.2	-7	-18	7	-5	5	-12
CCN(CC)c1ccc(/C=N/NC(=O)c2ccoc2C)c(O)c1
→ -1	-1.6	-0.7	-44	-7	5	1	11	-22
O=C(c1cccs1)N1CCn2c1nc1ccccc12
→ -5	-1.1	-0.3	-20	2	-3	-16	2	-6

# Exported field by field: entries from further up
smiles: CCN(CC)c1ccc(S(=O)(=O)N2CCOCC2)cc1NC(=O)CSc1ccccc1
- M1 ag: -5
- OXTR ag: -0.8
- V1R ag counter: 0.0
- M1 antag: -7
- TAAR1 antag: 6
- TAAR1 agonist: 14
- OXTR potentiate: -10
- CHRM1 PAM: -1
- CHO parental Ca: 9
smiles: CC(=O)c1ccc(N2C(=NC(=O)C3CCCCC3)SC3CS(=O)(=O)CC32)cc1 (stereo not drawn)
- M1 ag: 0
- OXTR ag: 0.1
- V1R ag counter: 0.8
- M1 antag: -11
- TAAR1 antag: -16
- TAAR1 agonist: 2
- OXTR potentiate: -15
- CHRM1 PAM: 7
- CHO parental Ca: -5

# Next part.
# Order of values – M1 ag	OXTR ag	V1R ag counter	M1 antag	TAAR1 antag	TAAR1 agonist	OXTR potentiate	CHRM1 PAM	CHO parental Ca
CCc1cc2c(NCc3ccccc3)nc(C)nc2s1
→ -4	1.4	4.8	24	-7	1	-12	-13	22
CCc1nc2c(OCC(=O)C(C)(C)C)cccn2c1N(C)C(=O)c1cccs1
→ -4	x	x	-23	-7	0	x	20	x
C=CCNc1nc2ccccc2nc1NS(=O)(=O)c1ccc(Cl)cc1
→ 1	3.2	7.1	-5	3	1	-15	1	-12
CC(NS(=O)(=O)c1ccc(N)cc1)C1CC2CCC1C2 (stereo not drawn)
→ 0	4.7	2.5	-15	18	20	-11	9	2
COc1cccc(NC(=O)C(C)OC(=O)CCCNC(=O)c2ccc(Cl)cc2)c1 (stereo not drawn)
→ -2	-0.3	0.0	-4	-19	5	-11	7	1
CC(C)(C)c1csc(NC2=NS(=O)(=O)c3ccccc32)n1
→ 0	8.6	6.7	-7	1	8	-11	0	12
C=CCn1c(CC(=O)Nc2ccc(C)cc2C)nnc1SCC(=O)N1CCOCC1
→ -3	1.5	-0.2	-1	4	1	0	9	11
O=c1[nH]c(SCc2n[nH]c(=S)n2-c2ccccc2)nc2sc3c(c12)CCC3
→ -11	-1.0	0.7	1	9	-2	-4	-2	-16
COc1cc(C(=O)NNC(=O)C2CCC2)cc(OC)c1OC
→ -3	0.8	0.1	6	-12	13	-4	2	-8
Cc1ccc(CSc2nnc(-c3ccc(NS(=O)(=O)c4ccccc4)cc3)o2)cc1
→ -10	0.3	-0.9	-5	-3	-1	-6	1	29
O=C(CSc1ccccc1)N1CCN(c2ccc(F)cc2)CC1
→ 0	-1.4	-2.4	-1	-11	10	-5	7	-7
Cc1nn(Cc2noc(C(=O)NCCCn3ccnc3)n2)c(C)c1Br
→ -11	0.5	0.2	-13	-11	0	-6	2	2
O=C(NC1CCSc2ccccc21)c1cc(S(=O)(=O)N2CCOCC2)ccc1Cl (stereo not drawn)
→ -1	1.3	2.1	0	11	1	-14	11	-17
Cc1c(C(=O)NN)nn(-c2ccc(F)cc2)c(=O)c1C#N
→ -3	1.7	-0.3	-13	-4	4	-17	7	0
Cc1nc(CN(C)C(=O)CC2C(=O)NCCN2Cc2ccc(-c3ccccc3)cc2)cs1 (stereo not drawn)
→ 3	2.9	6.4	-13	6	5	-5	12	-19
O=C(CN1c2cccc3cccc(c23)S1(=O)=O)Nc1ccc(S(=O)(=O)N2CCOCC2)cc1
→ -8	-0.9	0.4	8	-3	7	-2	-8	-4
CSc1ccc(/C=N\NC(=O)CNc2ccc(C)cc2)cc1
→ -4	-2.2	0.9	-8	19	-4	2	3	2
CCOc1cc(N2CCOCC2)c(OCC)cc1NC(=O)CSc1ccccc1C(=O)O
→ 7	1.2	0.4	-2	-4	0	-7	22	-15
Cc1ccc(C(=O)NC(c2ccccc2)C(Cl)Cl)cc1 (stereo not drawn)
→ -6	-2.2	-0.9	-9	-13	-2	-1	6	0
COc1ccc(CCNC(=O)CCCc2ccccc2)cc1OC
→ -1	0.1	0.9	-9	0	-2	-14	12	-7
CCOC(=O)C1CCN(C(=O)c2ccccc2CCc2ccccc2)CC1
→ -1	-1.6	-0.2	-14	3	4	-18	9	-21
Cc1nnc(NC(=O)c2ccc3c(c2)OCO3)s1
→ -3	-0.5	1.2	0	8	8	-4	0	-10
COc1ccc(-n2c(C)c(C)c3c(NCCCO)ncnc32)cc1
→ -11	x	x	2	-16	3	x	0	x
CC1(C(=O)Nc2ccc3c(c2)OCCO3)CCN1C(=O)C/C=C/c1ccccc1 (stereo not drawn)
→ 0	x	x	-18	-39	2	x	11	x
CC1=NN(Cc2cc(C(C)(C)C)c(O)c(C(C)(C)C)c2)C(=O)C1
→ -6	0.6	0.1	2	-1	0	-9	-6	-11
Cc1ccc(C)c(S(=O)(=O)NCc2ccc(C(=O)N3CCCCC3C)cc2)c1 (stereo not drawn)
→ -2	2.9	2.6	-3	4	5	-4	5	-13
O=c1ncccn1C1OC(CO)C(O)C1O (stereo not drawn)
→ -3	x	x	0	-7	1	x	0	x
O=C(NCc1ccc(F)cc1)c1cc(C2CCCN(C(=O)c3cccs3)C2)on1 (stereo not drawn)
→ -9	x	x	-8	-7	-2	x	6	x
O=C(NCCN1CCOCC1)c1c[nH]c2ccc(S(=O)(=O)N3CCOCC3)cc2c1=O
→ -8	0.7	0.1	-10	-16	8	-4	10	-5
COc1cccc(CC2(CO)CCCN(Cc3nc(-c4cccs4)oc3C)C2)c1 (stereo not drawn)
→ -5	0.8	3.2	3	-2	2	-7	1	-9
O=[N+]([O-])c1cccc(CN2CCN(c3ncccn3)CC2)c1
→ -8	-0.1	-0.6	-8	-16	3	6	0	-1
